FLuc modulator – qHTS profiling assay for firefly luciferase inhibitor/activator using purifed enzyme and Km concentrations of substrates (counterscreen for miR-21 project). purified FLuc, Km substrates, luminescence inhibition. Potency, µM (highest dose often 57.5 µM), inactives show top-dose activity change, negative = inhibition, most hits filed as inhibitors. 6.9% of 360,000 active. AID 588342, 2011;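 note: potency is the fitted concentration of half-maximal effect; plate controls were vehicle for no effect and reference inhibitor for full effect; nearly all actives have a fitted effect of over 55% in size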
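Purified P. pyralis luciferase, 10 nM final, with Km-level 10 uM D-luciferin and 10 uM ATP in 50 mM Tris acetate pH 7.5, 10 mM Mg acetate, 0.01% Tween-20, 0.05% BSA; 6-point qHTS titration about 60 µM downward; luminescence read.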
Tb PFK block – qHTS Assay to Find Inhibitors of T. brucei phosphofructokinase. 0.17% of 330,000 active. ATP-dependent 6-phosphofructokinase (Trypanosoma brucei brucei), O15648. T. brucei PFK, ADP-Glo luminescence. AID 485367, 2010. Potency, µM (highest dose often 57.5 µM), for inactives: top-dose activity, negative = inhibition, actives largely listed as inhibitors;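 note: potency is the fitted concentration of half-maximal effect; 0% = uninhibited 1x PFK enzyme wells and -100% = no-enzyme wells; nearly all actives have a fitted effect of over 60% in size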
Target sequence (O15648 whole entry, looked up): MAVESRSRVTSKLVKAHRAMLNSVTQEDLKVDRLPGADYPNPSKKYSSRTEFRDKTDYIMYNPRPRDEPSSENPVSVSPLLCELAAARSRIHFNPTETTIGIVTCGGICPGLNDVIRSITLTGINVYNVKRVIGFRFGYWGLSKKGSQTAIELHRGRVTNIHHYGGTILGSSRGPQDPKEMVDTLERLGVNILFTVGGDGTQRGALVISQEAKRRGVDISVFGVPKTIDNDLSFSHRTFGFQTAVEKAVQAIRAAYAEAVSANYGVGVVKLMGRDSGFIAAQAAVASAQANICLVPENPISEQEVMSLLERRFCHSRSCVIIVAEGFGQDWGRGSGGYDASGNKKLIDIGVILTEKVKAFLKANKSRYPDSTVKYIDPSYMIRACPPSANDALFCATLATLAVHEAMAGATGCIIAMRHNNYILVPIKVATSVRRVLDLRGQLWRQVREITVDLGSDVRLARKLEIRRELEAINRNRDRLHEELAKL
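Activity is normalized to no-enzyme wells (full inhibition) and 1.25 nM enzyme wells (no inhibition). Reaction: 0.5 mM F6P, 0.1 mM ATP, 45 min RT, ADP-Glo luminescence; concentration-response curves fitted and classed by quality.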
uPA surface inh – qHTS for Inhibitors of Cell Surface uPA Generation | cell surface uPA generation assay, qHTS | Potency, µM (top dose mostly 38.3 µM), for the others: at the top dose activity change, negative = inhibition, usual class: inhibitors | 0.31% of 330,000 active | AID 540303, 2011; active = well fitted inhibition curve with a large enough effect; inconclusive = small, poorly fitted or top-dose-only effect; inactive = no such curve, though single readings can be large or run the other way; tested in mouse RAW 264.7 cells; note: potency is the fitted concentration of half-maximal effect; % is set by controls: 0 for no effect and ±100 for the full control effect; nearly all actives have a fitted effect of over 55% in size
Rab9 prom act – qHTS Assay for Rab9 Promoter Activators. Huh7 Rab9 promoter-luciferase reporter, luminescence, 24 h. Potency, µM (series often up to 9.22 µM), without a hit: top-dose activation, negative = inhibition, actives largely listed as activators. 2.8% of 320,000 active. AID 485297, 2010; note: potency is the fitted concentration of half-maximal effect; % of control where 0% means no effect; nearly all actives have a fitted effect of over 60% in size
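Cell-based reporter: Huh7 stable for Rab9 promoter-driven luciferase, plated in reduced-serum medium with 10% FBS at 1500 cells/well, compound-treated 24 h at 37 °C, luminescence read after 10 min reagent.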
Giardia kill – Small Molecules that selectively kill Giardia lamblia: qHTS; 0.15% of 340,000 active; activity change, % at 7.66 µM, hits read low; Giardia lamblia trophozoite viability; AID 540267, 2011; in the data active = activity change below about -80%; inconclusive = between about -30% and that limit;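 note: parasites exposed to compound for two days anaerobically before the ATP read; % is set by controls: 0 for no effect and ±100 for the full control effect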
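Media and compound were dispensed first, then trophozoites at 100 cells/well; plates sat 48 hrs at 37 deg C without oxygen before ATP luminescence reagent was added and read after 15-30 min at room temperature.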
NPC1 prom act – qHTS Assay for NPC1 Promoter Activators; Potency, µM (series often up to 9.22 µM), for inactives: top-dose activation, hits mostly activators; Huh7 NPC1 promoter luciferase reporter, 24 h; 2.4% of 320,000 active;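 note: potency is the fitted concentration of half-maximal effect; % of control where 0% means no effect; nearly all actives have a fitted effect of over 60% in size; reporter is driven by a mutant NPC1 promoter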
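Luminescence from an NPC1 promoter-driven luciferase reporter in stably transfected Huh7 cells was measured after 24 h compound treatment at 37 °C, followed by 10 min ambient incubation with luciferase detection reagent.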
Gal4-VP16 FLuc – VP16 counterscreen qHTS for inhibitors of ROR gamma transcriptional activity | AID 2546, 2010 | Potency, µM (series often up to 53.6 µM), without a hit: top-dose activity, negative = inhibition, hits mostly inhibitors | Drosophila S2 Gal4-VP16 UAS-luciferase, luminescence, 20 h | 3.5% of 310,000 active;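 note: Gal4-VP16 expression switched on by copper sulfate through the metallothionein promoter; potency is the fitted concentration of half-maximal effect; % is set by controls: 0 for no effect and ±100 for the full control effect; nearly all actives have a fitted effect of over 50% in size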
KCNH2 3.1 block – qHTS for Inhibitors of KCHN2 3.1: Mutant qHTS. Potassium voltage-gated channel subfamily H member 2, brain isoform KCNH2 3.1 (human). U2OS KCNH2 3.1, thallium flux FluxOr; stronger effect = lower value. activity change, % (tested at about 1.8 µM). 0.95% of 340,000 active. AID 720553, 2013;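 active = maximum activity change below -70%; inconclusive = maximum activity change from -70% to -50%; inactive = maximum activity change above -50%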;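 note: thallium influx rate constant from kinetic fluorescence after stimulation buffer; % is set by controls: 0 for no effect and ±100 for the full control effect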
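U2OS cells transduced with KCNH2 3.1 mutant virus (1.77 x 10^8 /mL, 4 h), plated overnight at 37 C, loaded 45 min with FluxOr dye plus Red40 quencher. Thallium flux rate constant from kinetic reads after stimulation buffer, normalised to controls.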
ELG1 genotox – qHTS screen for small molecules that induce genotoxicity in human embryonic kidney (HEK293T) cells expressing luciferase-tagged ELG1; HEK293T ELG1-luciferase reporter, luminescence, 16 h; Potency, µM (top dose mostly 46 µM), for the others: at the highest dose activity change, positive = activation, most hits filed as activators; 1.3% of 330,000 active; AID 504466, 2011; note: potency is the fitted concentration of half-maximal effect; % of control where 0% means no effect; nearly all actives have a fitted effect of over 60% in size
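Step 1: seed 2,000 HEK293T ELG1-luciferase cells per well. Step 2: add compound or DMSO, incubate 16 hr at 37 °C. Step 3: ONE-Glo, 30 min at room temperature, read luminescence.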
RORg inh – qHTS for inhibitors of ROR gamma transcriptional activity; 5.4% of 310,000 active; AID 2551, 2010; Potency, µM (series often up to 53.6 µM), for inactives: at the highest dose activity change, negative = inhibition, usual class: inhibitors; Drosophila S2 Gal4-RORgamma UAS-luciferase reporter, 20 h; Nuclear receptor ROR-gamma (Mus musculus), P51450; note: potency is the fitted concentration of half-maximal effect; % is set by controls: 0 for no effect and ±100 for the full control effect; nearly all actives have a fitted effect of over 60% in size
Target sequence (P51450 whole entry, looked up, the tested form may be a part): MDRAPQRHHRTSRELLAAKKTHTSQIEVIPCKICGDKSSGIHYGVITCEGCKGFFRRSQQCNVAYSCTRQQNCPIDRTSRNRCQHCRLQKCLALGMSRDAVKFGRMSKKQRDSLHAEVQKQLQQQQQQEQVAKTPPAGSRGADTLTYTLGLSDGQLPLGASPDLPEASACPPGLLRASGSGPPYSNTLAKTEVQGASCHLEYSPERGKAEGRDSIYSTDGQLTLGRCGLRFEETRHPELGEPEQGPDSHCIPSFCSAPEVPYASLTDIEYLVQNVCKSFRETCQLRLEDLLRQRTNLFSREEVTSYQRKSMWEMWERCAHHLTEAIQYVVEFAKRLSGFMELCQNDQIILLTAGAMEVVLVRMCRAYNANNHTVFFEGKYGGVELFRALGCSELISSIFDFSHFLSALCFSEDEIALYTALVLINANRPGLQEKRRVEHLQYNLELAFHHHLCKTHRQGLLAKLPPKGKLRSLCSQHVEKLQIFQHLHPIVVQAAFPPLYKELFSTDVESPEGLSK
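Luciferase reporter read in Schneider cells carrying Gal4-RORγ (mouse) and UAS-Photinus luciferase; cells given compound 1 h before 700 uM copper sulfate induction, then incubated 20 h at ambient temperature.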
FBPA coupling cs – qHTS Assay for Inhibitors of Fructose-1,6-bisphosphate Aldolase from Giardia Lamblia: Coupling assay counterscreen; coupling enzyme system counterscreen, AmpLite Red fluorescence; activity change, negative = inhibition, % at 58.2 µM, hits read low; 0.67% of 290,000 active; in the data active = activity change below about -30%; note: % is set by controls: 0 for no effect and ±100 for the full control effect
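Fluorescence at 525 nm excitation and 598 nm emission measured inhibition of the coupled detection system without aldolase. Compounds (at 57.5 uM final) were preincubated 10 min at room temperature with coupling enzyme reagent before a 20 min substrate/AmpLite Red step.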
The depositor's hits bear a star; ? = inconclusive; . = not tested or not shown; & = joins results of further samples; [ ] = dose if it differs, or a comment. Unless noted, calls come from the whole dose curve; as a rule, active = well fitted curve in the direction sought with a large enough effect; inconclusive = small, poorly fitted or top-dose-only effect, or another doubt; inactive = no such curve, though single readings can be large; an effect the other way counts as inactive or inconclusive.

SMILES	FLuc modulator	Tb PFK block	uPA surface inh	Rab9 prom act	Giardia kill	NPC1 prom act	Gal4-VP16 FLuc	KCNH2 3.1 block	ELG1 genotox	RORg inh	FBPA coupling cs
Cc1ccc2c(c1)N(CC(=O)NC1CCCCCC1)C(=O)c1cccnc1O2	-1%	1%	2%	4%	0	-5%	-13%	0	3%	-13%	1
O=C1CCCCCN1CSc1nc2ccccc2s1	3%	0%	-1%	-12%	-2	-4%	-11%	?	3%	34%	21
COc1cccc(NC(=O)Nc2ccc3c(c2)nc(C)n3C)c1	0.95µM*	-3%	-15%	0.71µM*	?	0.71µM*	11µM*	-16	?	8.9µM*	2
O=P(OC1CCCCC1)(OC1CCCCC1)C(O)c1ccc(Cl)cc1Cl (stereo not given)	4%	0%	6%	-1%	-4	-1%	13%	1	3%	-5%	1
O=C(Oc1ccccc1)c1ccccc1OS(=O)(=O)c1ccccc1	-1%	-1%	-1%	-5%	6	1%	-3%	-6	0%	-7%	-4
Cc1oc2c(CN3CCCC3)c(O)ccc2c(=O)c1-c1ccccc1	9%	-5%	.	-2%	6	2%	.	17	1%	-16%[0.365 µM]	2
CCOc1ccc(/C=N/n2nnnc2N)cc1O	0%	11%	2%	-10%	-4	-1%	?	0	2%	?	2
CC(C)C1N=C2c3ccccc3N=C(SCc3cc(=O)n4cc(Cl)ccc4n3)N2C1=O (stereo not given)	1%	-1%	-6%	-1%	-6	2%	-2%	0	2%	?	1
COc1cc(CCC(=O)N2CCN(c3ccccc3)CC2)cc(OC)c1OC	2%	-2%	-2%	-1%	-13	-1%	1%	-12	0%	-10%	-1
COc1cccc(CN2CC(C(=O)N3CCCC3)CCC2=O)c1 (stereo not given)	0%	-4%	-1%	-1%	-12	-4%	-3%	?	9%	8%	.
COc1ccc(NC(=O)CC2C(=O)N(c3cccc(C)c3)C(=O)N2C2CCCCC2)cc1 (stereo not given)	-2%&4%	1%	2%	-1%	-13	-1%	0%	-3	-9%	-3%	1
COc1ccc(N2CCN(C(=O)C3CCCN(c4ncnc5c4nc4n5CCCCC4)C3)CC2)cc1 (stereo not given)	1%	-10%	-3%	0%	1	-7%	-11%	1	-12%	40%	-1
CCOc1ccc(NC(=O)Nc2cc(OCC(F)(F)F)cc(OCC(F)(F)F)c2)cc1	0%	3%	-8%	-3%	11	-2%	-26%	-1	-2%	?	-2
Cc1cc(NC(=O)NC2(C(F)(F)F)Oc3ccc(Cl)cc3O2)no1 (stereo not given)	3%	-26%	.	-3%	-3	-16%	2%	-8	10%	?	2
Cc1cccc(C)c1OCc1cc(C(=O)N2CCN3CCCC3C2)no1 (stereo not given)	?	0%	?	11%	6	0%	30%	-8	14%	34%	.
COc1ccc(CN2CCC(C(=O)c3ccc(F)cc3)CC2)cc1	2%	-2%	13%	-4%	-11	-6%	-5%	-73*	-7%	2%[1.91 µM]	-1
Cn1nc(C(=O)NCc2ccc(Cl)cc2)c2c1-c1ccccc1S(=O)(=O)C2	6%&-6%	-3%	2%	-7%	-13	-9%	2%	0	-6%	31%	.
O=C(CN1C(=O)c2ccccc2S1(=O)=O)Nc1ccccc1C(=O)NCc1ccco1	2%	1%	-1%	-2%	5	-4%	28%	-1	3%	37%	0
O=C(CSC1CC(=O)N(CC(c2ccccc2)c2ccccc2)C1=O)Nc1ccc(Cl)cc1 (stereo not given)	-2%	4%	-2%	-4%	1	-4%	-22%	-5	-9%	19%	.
CC(C)CN(C(=O)COc1ccc(Br)cc1C=O)C1CCS(=O)(=O)C1 (stereo not given)	2%	-4%	4%	-2%	-2	-3%	.	14	3%	.	.
CCOc1ccc(N(C(=O)CNC(=O)c2ccco2)C(C(=O)NCC2CCCO2)c2ccccc2)cc1 (stereo not given)	2%	-8%	1%	0%	-4	4%	3%	11	-6%	-1%	-2
COc1cc(/C=C/c2ccc(O)cc2)cc(OC)c1	13µM*	2%	-64%	3.2µM*	-13	?	?	5	.	?	-1
CCOc1cc(/C=C/C(=O)OCC(=O)NCc2ccco2)cc(Cl)c1OC	0%	-1%	-4%	-6%	-5	-5%	.	5	2%	.	.
CN(C)S(=O)(=O)c1cccc(NC(=O)COC(=O)/C=C/c2ccc(Br)o2)c1	?	-20%	-2%	-3%	9	-6%	8%	1	1%	13%	1
O=c1cnn([C@@H]2O[C@H](CO)[C@@H](O)[C@H]2O)c(=O)[nH]1	3%	-5%	?	1%	12	-6%	9%	-13	-12%	-30%	4
(cont.)
SMILES	FLuc modulator	Tb PFK block	uPA surface inh	Rab9 prom act	Giardia kill	NPC1 prom act	Gal4-VP16 FLuc	KCNH2 3.1 block	ELG1 genotox	RORg inh	FBPA coupling cs
O=C(Cc1ccc(-n2c(=O)[nH]c3ccsc3c2=O)cc1)NCc1cccnc1	0%	-7%	1%	13%	-4	-6%	-9%	-4	2%	13%	1
Cc1ccc(C)c(N2CCN(C(=O)CCc3nc(-c4cccc(C(F)(F)F)c4)no3)CC2)c1	.	0%	1%	.	-9	.	.	2	11%	.	.
O=C(CSc1nnc(CSc2nc3ccccc3s2)o1)NC1CCCCC1	-2%	0%	0%	5%	-14	0%	-6%	1	-8%	9%	7
Cn1c(-c2ccccc2)cnc1NCc1ccccc1	?	2%	?	17%	17	10%	2%	12	1%	-11%	0
Cc1ccccc1NS(=O)(=O)c1ccc(NC(=O)CSCc2ccc(Br)cc2)cc1	3%	3%	1%	0%	3	2%	-16%	-5	-3%	?	1
O=C1CC(c2c(F)cccc2Cl)C(n2cncn2)C(O)=C1C1NCCc2ccccc21 (stereo not given)	-4%	-2%	5%	-1%	13	1%	-15%	15	0%	1%	0
NCC12CC3CC(C1)CC(CN)(C3)C2	4%	0%	6%	0%	0	-4%	0%	4	-5%	16%	2
CC(C)N1CCC(N2CCN(Cc3ccc(Oc4ncccn4)cc3)CC2CCO)CC1 (stereo not given)	-1%	-6%	-8%	1%	-10	-1%	-3%	19	-1%	1%	1
COc1ccc(N2CCN(S(=O)(=O)c3c(C)noc3/C=C/N(C)C)CC2)cc1	3%	10%	-3%	-1%	9	-2%	0%	9	0%	-10%	0
COc1cccc(NC(=O)CN(C)C(=O)c2ccc3ccccc3c2)c1	3%	-5%	.	-2%	-11	1%	-1%	2	-4%	-8%	2
COC(=O)Cc1ccc(OC(=O)CCS(=O)(=O)c2ccc(C)cc2)cc1	1%	-2%	5%	4%	-7	-4%	.	-19	-7%	.	.
CCCCN(C(=O)CNC(=O)c1cccs1)C(C(=O)NC1CCCCC1)c1cccnc1 (stereo not given)	2%	-4%	0%	1%	-9	-2%	2%	36	2%	6%	4
O=C(N/N=C/C=C\c1ccccc1)c1cnccn1	?	5%	2%	4%	5	-2%	-19%	11	4%	-5%	0
CCOc1ccc(NS(=O)(=O)c2ccc(NS(=O)(=O)c3cccs3)cc2)cc1	-1%	0%	-2%	-2%	-12	1%	-2%	4	-3%	22%	3
CCc1ccc(OC(=O)Cc2ccc(OC)c(S(=O)(=O)N3CCOCC3)c2)cc1	3%	1%	3%	1%	10	-4%	.	-1	-1%	.	.
c1ccc(CNc2nc(-c3ccccn3)nc3ccccc23)cc1	-15%	5%	-20%	-2%[1.84 µM]	2	-44%[inhibitor]	3.5µM*	-25	-4%	2.5µM*	-2
COc1ccc(F)c(CN2CCC(CO)(Cc3cccc(C(F)(F)F)c3)CC2)c1	-2%	-3%	0%	-5%	-3	1%	-8%	-19	-7%	2%	-2
CC(OC(=O)c1ccccc1OCc1ccc(Cl)cc1)C(N)=O (stereo not given)	-5%	-2%	-10%	-5%	25	1%	-22%	-2	-3%	7%	-7
Cc1cc(=O)[nH]c(SCC(=O)Nc2ccc(F)c([N+](=O)[O-])c2)n1	-15%	2%	2%	-5%	2	-3%	7%	1	-1%	-18%	5
Cc1c(Cl)ccc2c(C(N)=O)cc(-c3ccccn3)nc12	2%	3%	3%	1%	-26	-1%	-3%	-2	16%	-3%	2
CCOC(=O)C(C)Oc1ccsc1C(=O)OC (stereo not given)	4%	2%	.	5%	7	-5%	-1%	7	3%	0%	0

Screening data as filed in PubChem BioAssay.
